N-glyco inh – increase of ERlucT glycosylation luciferase signal, primary screen, N-linked glycosylation inhibitor project, D54 ERlucT cells, luminescence, set 2. D54 ERlucT glycosylation luciferase reporter, 24 h; percent of 100 nM tunicamycin response. reporter increase, % at 12.5 µM. actives 0.23% (n = 360,000). AID 588692, 2011;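 active means mean luciferase reporter signal, scaled so untreated is 0 and the glycosylation-blocking control 100, at or above a set limit in every replicate; inconclusive means mean reaches the limit but not every replicate does; inactive means mean below the limit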;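 further: luciferase carries N-glycosylation sites so blocking glycosylation raises the light; 0% = median of neutral control wells and 100% = median of 100 nM tunicamycin wells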
CaV13 FRET inh – Disruptors of the CACNA1D IQ motif to Ca2+-dependent inactivation inhibitor domain association, primary screening, Förster resonance energy transfer in intact living …. HEK cells, CFP/YFP FRET ICDI-IQ, plate reader, 10 min; percent FRET-ratio fall versus neutral wells. inhibition, % at 12.3 µM. actives 0.098% (n = 340,000). AID 743397;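 active means mean replicate inhibition of at least 30% and at least 1% of replicates passing that level; inconclusive means only one of the two criteria is met; inactive means neither criterion is met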;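 further: 0% = median of the neutral control wells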
m5-HT2A agonist – mouse Htr2a agonists via beta-arrestin recruitment, primary screen, cell-based, luminescence. CHO-K1 mHTR2A beta-arrestin complementation; percent of 30 µM serotonin response. activation, % at 7.6 µM. actives 0.66% (n = 360,000);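 active means activation above a run cutoff, the mean activation of all tested compounds plus 3 SD, cut at about 14% in these data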;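 further: 0% = plate median of compound wells and 100% = 30 µM serotonin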
PDI turbidity – inhibitors of human PDI, primary screen, biochemical, turbidity, single point, plate reader; AID 588391, 2011; Protein disulfide-isomerase (Homo sapiens), P07237; actives 0.052% (n = 350,000); PDI insulin aggregation turbidity, A650, 90 min; inhibition, % at 10 µM;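 active means mean inhibition across replicates of 30% or more, whatever share of single replicates reach that level; inconclusive means mean inhibition below 30% while every single replicate reaches 30%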;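 further: absorbance from insulin aggregation driven by PDI reduction with DTT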
MC4R antag cAMP – MC4R antagonists of cAMP signaling, primary screen, cell-based, TR-FRET, antagonist arm of biased-ligand search; actives 0.48% (n = 360,000); MC4R-expressing cells, MTII-stimulated cAMP, LANCE TR-FRET; Melanocortin receptor 4 (Homo sapiens), P32245; inhibition, % at 6.5 µM; AID 540295, 2011;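 active means inhibition above its plate's cutoff, the mean of tested wells on that plate plus 3 SD, cut at about 29% in these data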;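 further: 0% = Melanotan II alone and 100% = Melanotan II plus saturating MCL0020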
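Assay system: human MC4R-expressing U2OS cells; reagent: Melanotan II stimulation of cells; dosing: 6.5 µM single dose; timing: compound 30 min, challenge 1 h, detection 1 h; signal: TR-FRET cAMP assay; replicates: one well per compound, no replicates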
H9c2 protect – cardioprotection against H2O2-induced cell death, primary screen, uHTS, H9c2 cells, ATPLite luminescence; H9c2 cardiomyocytes, H2O2 injury protection, 2 h; protection from H2O2 cell death, % at 20 µM; actives 0.63% (n = 360,000); AID 588492, 2011;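 active means compounds giving at least 50% protection of heart cells from peroxide-induced death in the single-dose screen, raw or plate-pattern-corrected value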;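 further: 0% = DMSO wells with peroxide and 100% = DMSO wells without peroxide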
ABHD5-PLIN5 inh – ABHD5-PLIN5 interaction inhibitors, primary screen, cell lysate, split luciferase complementation, luminescence | Perilipin-5 (Homo sapiens) + 1-acylglycerol-3-phosphate O-acyltransferase ABHD5 (Homo … | inhibition, % at 4 µM | actives 0.78% (n = 360,000) | Split G. princeps luciferase complementation, 4 h;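 active means inhibition above the mean inhibition across every tested compound plus 3 SD, cut at about 22% in these data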;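 further: 0% = DMSO only wells and the 100% control is not disclosed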
Exocytosis inh – LAMP-1 surface exposure blockers, TALL-104 cells – cell-based, flow cytometry, MLPCN library, primary screen; TALL-104 LAMP-1 surface exposure; cells stimulated with thapsigargin and PMA; AID 651702, 2012; inhibition, % at 10 µM; actives 0.66% (n = 360,000);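 active means inhibition above about 55%, limit read from the data; inconclusive means no clear call, values can overlap the other calls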
ABCB6 inh MLPCN – ABCB6 transporter inhibitors, primary screen, K562-ABCB6 cells, flow cytometry, MLPCN library. ATP-binding cassette sub-family B member 6 (Homo sapiens), Q9NP58. K562-ABCB6 porphyrin accumulation, 1 h; active compounds read low. fluorescence ratio to DMSO, % at 10 µM. actives 0.19% (n = 360,000). AID 602162, 2011;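 active means fluorescence ratio to DMSO below 75%, the collection mean minus 3 SD; inconclusive means too few cells collected in the well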;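 further: signal is porphyrin accumulated inside mitochondria; 100% equals median channel fluorescence of DMSO control wells; lower ratio means ABCB6 inhibition with less porphyrin fluorescence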
Target sequence (Q9NP58 whole entry, looked up): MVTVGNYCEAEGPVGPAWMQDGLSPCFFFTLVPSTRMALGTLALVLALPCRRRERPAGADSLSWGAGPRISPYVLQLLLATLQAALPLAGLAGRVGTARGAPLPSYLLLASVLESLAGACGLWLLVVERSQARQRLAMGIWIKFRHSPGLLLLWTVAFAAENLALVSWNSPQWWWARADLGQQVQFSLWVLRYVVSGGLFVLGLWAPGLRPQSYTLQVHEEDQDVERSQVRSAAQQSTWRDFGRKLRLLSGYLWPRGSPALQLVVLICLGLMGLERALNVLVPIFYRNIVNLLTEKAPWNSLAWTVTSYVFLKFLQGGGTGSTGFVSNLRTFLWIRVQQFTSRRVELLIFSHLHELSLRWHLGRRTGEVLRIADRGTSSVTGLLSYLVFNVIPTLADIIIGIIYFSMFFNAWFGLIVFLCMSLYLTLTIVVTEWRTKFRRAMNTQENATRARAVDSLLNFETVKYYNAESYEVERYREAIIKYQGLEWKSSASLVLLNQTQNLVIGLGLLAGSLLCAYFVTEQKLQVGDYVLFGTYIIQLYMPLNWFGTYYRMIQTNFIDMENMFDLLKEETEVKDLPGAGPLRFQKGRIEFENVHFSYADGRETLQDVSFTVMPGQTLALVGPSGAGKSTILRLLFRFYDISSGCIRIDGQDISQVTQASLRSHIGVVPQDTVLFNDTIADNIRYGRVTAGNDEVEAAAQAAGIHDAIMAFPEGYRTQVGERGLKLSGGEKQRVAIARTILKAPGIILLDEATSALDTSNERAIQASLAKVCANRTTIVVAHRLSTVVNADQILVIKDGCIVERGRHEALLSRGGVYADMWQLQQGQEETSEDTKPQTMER
MC4R ag barr – MC4R agonists recruiting beta-arrestin, primary screen, cell-based, luminescence, agonist arm of biased-ligand search; Melanocortin receptor 4 (Homo sapiens), P32245; activation, % at 8.9 µM; U2OS MC4R beta-arrestin complementation; percent of melanotan II response, DMSO zero; actives 0.98% (n = 360,000);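 active means activation above a per-plate cutoff, the mean activation of sample wells on that plate plus 3 SD, cut at about 8% in these data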
Numbers without * were called inactive; ? = inconclusive; . = no result given; & = joins results of further samples.

SMILES	N-glyco inh	CaV13 FRET inh	m5-HT2A agonist	PDI turbidity	MC4R antag cAMP	H9c2 protect	ABHD5-PLIN5 inh	Exocytosis inh	ABCB6 inh MLPCN	MC4R ag barr
CC(=O)[C@@]1(O)CCC2C3C=CC4=CC(=O)CC[C@]4(C)C3CC[C@@]21C (some centres undefined)	-2	-2	2	-10	9	-8	12	15	98	-0.8
CCOc1ccc(NC(=S)Nc2cccnc2)cc1	1	-2	3	10	5	-6	-9	6	100	-1.8
CC(C)NC(=O)C1Cc2c(-c3ccccc3Oc3ccccc3)ccnc2O1 (centres undefined)	-1	-6	4	-3	4	6	-1	-1	96	-0.7
N#CC1=C2N=C(N)c3ccccc3N2C2=C(C(=O)CCC2)C1c1ccc(Cl)cc1 (centres undefined)	7	-2	2	.	6	3	2	0	95	-1.1
O=C(Nc1cccc(F)c1)Nc1ccnn1C1CCN(C(=O)c2ccccn2)CC1	.	-3	8	-11	-1	6	0	-4	110	-1.2
COc1cccc(/C=C/C(=O)OCC(=O)NCCc2ccccc2)c1	1	7	-2	2	9	3	-3	-4	84	-1.3
Cc1noc(C)c1S(=O)(=O)N(CC(=O)NCCc1ccccc1)c1ccc(C(C)C)cc1	-4	-16	10	8	7	-4	0	56*	103	5.1
Cc1ccc(C(=O)NCC(=O)OCC(=O)Nc2cc(S(=O)(=O)N3CCOCC3)ccc2C)cc1	0	-4	9	2	15	-6	1	-5	96	-0.9
CCc1ccc2[nH]c(=O)c(CN(Cc3nnnn3C3CCCC3)C3CCCCC3)cc2c1	-4	-6	-5	5	0	5	-8	1	102	-1.1
O=C(CNc1ccccc1)N/N=C/c1ccc([N+](=O)[O-])o1	11	-4	2	2	-2	1	-5	2	101	-2.8
COc1ccc(-n2c(=O)c(CCC(=O)NCCc3ccccc3F)nc3ccccc32)cc1	-5	-6	-7	-1	0	0	-2	5	217	-0.5
COc1ccc(-c2c(C)nc3c(-c4ccsc4)cnn3c2N)cc1	-15	-7	3	10	-11	-10	-5	0	93	3.9
CC(C)c1ccc(NC(=O)/C(C#N)=C/c2ccncc2)cc1	15	-6	0	2	7	3	-1	22	106	0.2
CCCCC(=O)Nc1ccc(N2CCCC2)cc1	0	-7	-3	3	-2	4	-2	3	113	0.1
COc1ccc(S(=O)(=O)N2CCCC(C(=O)O)C2)cc1Cl (centres undefined)	2	0	2	6	1	11	-6	-1	90	-2.2
CCOC(=O)c1cc2c(ccn2-c2ccc(F)cc2)n1CC(=O)N1CCN(C(=O)c2ccco2)CC1	2	-5	1	1	-5	-1	0	0	81	-0.9
CCOC(=O)c1ccc(NC(=O)C2(c3ccccc3)CCCC2)cc1	-3	-5	-8	4	0	1	-7	18	96	-1.8
COc1ccc(C(=O)NCc2csc(C)n2)cc1OC1CCN(C(C)=O)CC1	0	-2	3	-3	2	4	2	-2	97	-0.2
CCONC(=O)Nc1ccccc1	3	-16	0	9	24	5	1	4	92	-2.5
COC(=O)C1=C(C)NC(=O)/C1=C\c1cc(C)n(-c2ccc(F)cc2)c1C	2	-3	1	6	-13	8	11	104*	97	-1.7
O=C(Nc1ccccc1)N1CCC(C(=O)N2CCN(c3ccccc3F)CC2)CC1	-1	-4	0	-2	5	6	1	-2	97	-1.3
COc1ccc(CCNC(=O)C(=O)c2cn(CC(=O)N3CCCC3)c3ccccc23)cc1OC	3	-15	3	8	5	6	-9	4	100	-2.0
CC1CCC(NC(=O)CN2C(=O)c3ccccc3S2(=O)=O)CC1 (centres undefined)	-3	-3	1	14	7	-3	-5	-4	93	-0.6
CN(C)c1ccc(CNC(=O)CN(C)S(=O)(=O)c2cccc3cccnc23)cc1	2	-1	1	7	2	8	4	1	105	-1.0
COC(=O)C1CC(c2c(OC)cc(OC)cc2OC)=NO1 (centres undefined)	0	-5	-1	6	12	19	0	-1	93	-1.6
(cont.)
SMILES	N-glyco inh	CaV13 FRET inh	m5-HT2A agonist	PDI turbidity	MC4R antag cAMP	H9c2 protect	ABHD5-PLIN5 inh	Exocytosis inh	ABCB6 inh MLPCN	MC4R ag barr
Cc1onc(-c2ccccc2)c1C(=O)N/N=C/c1ccco1	1	1	3	4	0	-2	-3	-3	93	-2.1
Cc1ccc(S(=O)(=O)N2CCCCC2C)cc1[N+](=O)[O-] (centres undefined)	-1	1	-2	7	13	-10	3	-1	93	-1.5
NC(=O)N/N=C/c1ccccc1OCc1cccc2ccccc12	2	-20	-1	-5	2	-8	-3	-10	94	1.9
CCOc1ccccc1CNS(=O)(=O)c1cnc[nH]1	2	-3	6	7	0	-1	9	-1	100	-0.3
CCOCc1nnc(NC(=O)CCC2CCCCC2)s1	-3	-4	3	9	-1	8	0	-13	94	0.4
CCOc1ccccc1NS(=O)(=O)c1ccc2c(c1)n(C)c(=O)c(=O)n2C	1	-5	-1	-1	15	6	2	0	99	-2.3
CCC(C)C(NC(=O)C1CCC(C)CC1)C(=O)NCc1ccco1 (centres undefined)	2	-5	-5	5	2	2	0	-5	113	1.4
CC(C)(C)n1nnnc1C(c1ccccc1)N1CCN(c2ncccc2C(F)(F)F)CC1 (centres undefined)	.	-7&-5	-1&-2	.	.	.	-6&-12	-2&12	94&99	.
Nc1nc(Cl)cc(Sc2ccc(F)cc2)n1	-1	.	4	10	-5	-3	4	-1	100	1.2
Cn1c(CC(=O)Nc2ccc(F)cc2)c(Sc2ccccc2)c2ccccc21	-2	-16	-1	-2	-5	-13	9	0	91	2.9
Cn1cc(CCC(=O)N2CCCC(CCC(=O)NCc3ccc(F)c(F)c3)C2)cn1 (centres undefined)	2	-17	5	-8	7	6	0	-2	89	2.6
COc1ccc(NC(=O)c2csc3c2CCCCC3)c(OC)c1	1	-5	-1	0	7	-13	-8	0	99	1.0
Cc1ccc2nc(Cl)c(/C=C/C(=O)c3ccco3)cc2c1	42*	-21	-4	-6	13	4	24*	86*	98	-0.1
O=C(Nc1cccc2cccnc12)c1cccc(N2C(=O)CCC2=O)c1	1	.	11	-14	8	0	1	-8	85	-0.9
CN1CCc2c(sc3c2C(=O)NC(c2cccc(OC(=O)c4cccs4)c2)N3)C1 (centres undefined)	0	1	3	-2	-3	-6	-1	-5	116	-0.8
Cc1occc1C(=O)N/N=C/c1c(O)ccc2ccccc12	-7	-4	2	7	-1	28	11	26	104	0.9
COc1ccc2c(c1)CCC/C2=N\NC(=O)c1ccoc1C	0	-5	-1	2	12	-1	-1	-6	99	-2.2
O=C(c1ccc(NS(=O)(=O)c2ccccc2)cc1)N1CCOCC1	1	-7	0	?	0	-4	5	-6	163	2.0
OCCc1c[nH]c2ccc(OCc3ccccc3)cc12	-1	-4	-5	-1	-1	-3	-9	-3	89	-1.8
O=C(O)c1ccccc1-c1nc2ccccc2n1-c1ccccc1	4	-5	3	29	-2	4	-3	-2	93	-0.3
O=C(CSc1nnc(-c2ccccc2Cl)o1)N1CCOCC1	-3	-3	2	-10	8	2	3	-1	104	0.0
O=C(CN1C(=O)NC2(CCCCCCC2)C1=O)NCc1ccccc1	1	-2	4	-2	-2	-2	0	-5	95	-2.5
COc1cc(C(=S)NCc2ccccc2)cc(Br)c1O	-1	-5	-4	0	9	8	-4	-3	100	-1.9
CCC(=O)c1ccc(N2CCN(C(=O)c3cccs3)CC2)c(F)c1	-2	-5	2	0	-2	-6	-1	-6	98	0.9
Cc1cc(C)nc(NS(=O)(=O)c2ccc(NC(=O)C3COc4ccccc4O3)cc2)n1 (centres undefined)	2	-5	-1	5	29*	-1	6	-2	107	-1.0
(cont.)
SMILES	N-glyco inh	CaV13 FRET inh	m5-HT2A agonist	PDI turbidity	MC4R antag cAMP	H9c2 protect	ABHD5-PLIN5 inh	Exocytosis inh	ABCB6 inh MLPCN	MC4R ag barr
CN(C)/C=N/c1sc2c(c1C(N)=O)CCCC2	0	-7	5	-6	7	-1	2	-3	92	-1.7
NNC(=O)c1[nH]c2ccc(Cl)cc2c1-c1ccccc1	?	-4	-4	-3	-22	10	-11	1	103	0.5
CC1CCN(C(=O)CSc2nc3ccccc3s2)CC1	-1	-4	-1	-1	0	4	-5	1	94	-2.5
Cc1[nH]nc2ncc(C(=O)c3cc(F)ccc3O)cc12	-4	-3	-2	-2	4	7	-2	-4	115	-1.4
CCn1ncc(Br)c1C(=O)Nc1cc(C)on1	3	-6	2	-1	6	-2	6	-4	101	-3.1
Cc1[nH]n(-c2cccc(Cl)c2)c(=O)c1C=NCC(C)C	0	5	-2	8	-6	-8	3	0	102	-0.6
Cc1cc(C)cc(Oc2cc(NC(=O)c3cn(C)nc3C)cc([N+](=O)[O-])c2)c1	2	-4	-2	9	-2	-14	-2	4	105	2.9
Cc1c(C(=O)Nc2cc(S(=O)(=O)N3CCOCC3)ccc2N2CCOCC2)oc2ccccc12	-4	-2	-1	1	11	5	3	-2	95	-1.0
COc1nc(N)nc(NC(=O)c2cccs2)c1N=O	6	-6	0	7	-15	12	-10	105*	95	0.3
Cc1cnc(C(=O)Nc2ccc(F)c(F)c2)cn1	-1	-1	4	0	-2	-4	3	-4	92	-1.4
CN1CCS/C1=C/C=C1/SC(=S)N(Cc2ccccc2)C1=O	2	-82	-5	10	6	7	25*	3	113	-3.8

Shown as a hit in ABHD5-PLIN5 inh, among the entries above:
Molecule	N-glyco inh	CaV13 FRET inh	m5-HT2A agonist	PDI turbidity	MC4R antag cAMP	ABHD5-PLIN5 inh	Exocytosis inh	ABCB6 inh MLPCN	MC4R ag barr
Cc1ccc2nc(Cl)c(/C=C/C(=O)c3ccco3)cc2c1	42*	-21	-4	-6	13	24*	86*	98	-0.1
CN1CCS/C1=C/C=C1/SC(=S)N(Cc2ccccc2)C1=O	2	-82	-5	10	6	25*	3	113	-3.8

By substructure: the entries above with a COOH group
SMILES	N-glyco inh	CaV13 FRET inh	m5-HT2A agonist	PDI turbidity	MC4R antag cAMP	H9c2 protect	ABHD5-PLIN5 inh	Exocytosis inh	ABCB6 inh MLPCN	MC4R ag barr
COc1ccc(S(=O)(=O)N2CCCC(C(=O)O)C2)cc1Cl (centres undefined)	2	0	2	6	1	11	-6	-1	90	-2.2
O=C(O)c1ccccc1-c1nc2ccccc2n1-c1ccccc1	4	-5	3	29	-2	4	-3	-2	93	-0.3

This is a random part of the collection. Share with any hit: about 4.2%.
